# Assay outcomes deposited in PubChem by NCI.
# NCI-60 one-dose screen, 48 h, at 10 µM unless noted. Numbers give growth in % (100 = growth as untreated, 0 = no growth, -100 = all killed).
# RXF 393 = RXF 393 renal cancer cells | AID 1794773 | 77,000 compounds, 6.9% hits
# OVCAR-3 = OVCAR-3 ovarian cancer | 79,000 compounds, 7% hits | AID 1794787
# A498 = A498 renal cancer cells; 76,000 compounds, 5.4% hits
# OVCAR-5 = OVCAR-5 ovarian cancer; 82,000 compounds, 2.9% hits
# OVCAR-4 = OVCAR-4 ovarian cancer cells. 80,000 compounds, 3.7% hits. AID 1794784
# ACHN = ACHN renal cancer; 81,000 compounds, 4.9% hits; AID 1794771
# CAKI-1 = CAKI-1 renal cancer. 75,000 compounds, 4.7% hits
# OVCAR-8 = OVCAR-8 ovarian cancer; 81,000 compounds, 4.4% hits; AID 1794782
# * marks the source's active call; other numbers are inactive results; · = not tested or not shown; & = joins results of further samples. The calls were made as follows: active = growth percent below 10; inactive = the rest.
molecule	RXF 393	OVCAR-3	A498	OVCAR-5	OVCAR-4	ACHN	CAKI-1	OVCAR-8
Nc1ccc(S(=O)(=O)c2cc(O)c3ccccc3c2O)cc1	100	84	106	102	102	93	94	92
CC1CC2(C)N(CCc3cncn32)C1=O (stereo not drawn)	107	111	100	96	106	109	94	100
CN(C)c1ccnc(CNCCSC2(c3ccc(C(F)(F)F)cc3)c3ccccc3CCc3ccccc32)c1	-88*	-37*	-4.7*	-23*	14	-12*	-0.9*	-87*
CCCCCC(C)N(C)C(=O)CNCC(C)C (stereo not drawn)	97	110	102	108	111	105	89	125
c1ccc(Cn2c3cc4ccccc4nc3c3cccnc32)cc1	·	110	85	92	102	90	77	99
C/C(=N\Nc1ccc([N+](=O)[O-])cn1)c1ccc(N)cc1	132	101	82	98	100	98	101	109
C=C[C@]1(C)C(Cl)=C[C@H]2C(=O)[C@@H]1c1cccc3c1c(cn3C)C2(C)C	107	93	91	87	90	92	66	98
Cc1n[nH]c2ccc(Br)cc2c1=O	103	109	84	102	125	100	103	110

# Reformatted: results already given
# Each structure is followed by: RXF 393	OVCAR-3	A498	OVCAR-5	OVCAR-4	ACHN	CAKI-1	OVCAR-8
- CC1CC2(C)N(CCc3cncn32)C1=O (stereo not drawn)
    107	111	100	96	106	109	94	100
- CN(C)c1ccnc(CNCCSC2(c3ccc(C(F)(F)F)cc3)c3ccccc3CCc3ccccc32)c1
    -88*	-37*	-4.7*	-23*	14	-12*	-0.9*	-87*
- CCCCCC(C)N(C)C(=O)CNCC(C)C (stereo not drawn)
    97	110	102	108	111	105	89	125
- c1ccc(Cn2c3cc4ccccc4nc3c3cccnc32)cc1
    ·	110	85	92	102	90	77	99
- C/C(=N\Nc1ccc([N+](=O)[O-])cn1)c1ccc(N)cc1
    132	101	82	98	100	98	101	109
- C=C[C@]1(C)C(Cl)=C[C@H]2C(=O)[C@@H]1c1cccc3c1c(cn3C)C2(C)C
    107	93	91	87	90	92	66	98
- Cc1n[nH]c2ccc(Br)cc2c1=O
    103	109	84	102	125	100	103	110

# 3 entries from above, sorted by number of heavy atoms, high to low:
molecule	RXF 393	OVCAR-3	A498	OVCAR-5	OVCAR-4	ACHN	CAKI-1	OVCAR-8
CN(C)c1ccnc(CNCCSC2(c3ccc(C(F)(F)F)cc3)c3ccccc3CCc3ccccc32)c1	-88*	-37*	-4.7*	-23*	14	-12*	-0.9*	-87*
CC1CC2(C)N(CCc3cncn32)C1=O (stereo not drawn)	107	111	100	96	106	109	94	100
Cc1n[nH]c2ccc(Br)cc2c1=O	103	109	84	102	125	100	103	110

# (listing goes on)
molecule	RXF 393	OVCAR-3	A498	OVCAR-5	OVCAR-4	ACHN	CAKI-1	OVCAR-8
COc1ccc(C(=O)CSc2nc(Nc3cccc(S(N)(=O)=O)c3)c(C#N)c(C(C)C)n2)cc1	90	·	105	117	98	94	89	95
C=C(C)Cc1cc2c(cc1O)OCO2	·	104	103	110	102	109	93	97
COc1ccc(/C=C2\Oc3cc(OCCN4CCCC4)ccc3C2=O)c(OC)c1	·	94	89	90	98	96	92	96
CSc1nnc2n(Cc3ccccc3)c(=O)c3c(C)c(C(N)=O)sc3n12	129	96	84	102	114	96	98	·
O=C(NCc1cn(Cc2cccc(Oc3ccccc3)c2)nn1)c1cccnc1Nc1ccc(Br)cc1	80	105	82	94	98	91	84	101
N#Cc1c(-c2ccc(Cl)cc2)nc(SCc2ccc([N+](=O)[O-])cc2)nc1N1CCNCC1	-4.2*	-33*	45	3.4*	27	-67*	14	-82*
O=c1cc(CO)occ1O	·	112	111	107	112	108	110	106
NC(=NCc1ccccc1)C(N=Nc1ccccc1)C(=O)NCc1ccccc1 (stereo not drawn)	73	89	·	100	77	92	54	31
C[C@H]1CNC[C@H]1NC(=O)c1cc2cc(Cl)c(F)c(F)c2[nH]1	84	87	·	79	94	75	64	98
Cc1ccc(C(=O)C[n+]2cn(CC(=O)Nc3cccc4cccnc34)c3ccccc32)cc1	101	63	102	92	74	94	97	101
CC/C(=C\c1ccc(OC)cc1)C(=O)c1ccc(OC)cc1	126	211	103	103	77	97	70	74
CCNC(=O)Nc1ncccc1OCc1ccc(F)cc1	125	102	88	92	96	108	90	109
C=C1C(=O)O[C@H]2[C@H]1CC/C(C=Nc1ccc(OC)c(C(N)=O)c1O)=C\CC[C@@]1(C)O[C@@H]21	51	41	102	97	94	·	·	79
CCCCCCC1(C)NCCO1 (stereo not drawn)	118	114	96	110	96	103	93	97
COc1cc(/C=C(\NC(=O)c2ccc([N+](=O)[O-])cc2)C(=O)N2CCCC2)c(OC)cc1C=O	110	115	109	98	118	106	92	99
CC/C=C/C(=O)NC1c2ccccc2Oc2ccccc21	88	94	79	89	95	94	84	104
COc1ccc(NC(=O)/C=N/O)cc1	·	105	101	86	108	100	103	105
O=C1c2ccccc2C(=O)N1c1nccs1	123	110	84	99	108	103	86	104
CCOCCOC(=O)CCCCCCCCC(=O)OCCOCC	107	110	111	102	113	100	107	102
CC(=N/O)/C(C)=N\O	109	121	106	92	105	100	100	101
COc1ccc(/C(CS(=O)(=O)c2ccccc2)=N\O)cc1	92	125	102	104	99	109	101	103
C/C(=N\N=C1/NC(=O)CS1)c1nnn(-c2ccc([N+](=O)[O-])cc2)c1C	89	·	99	102	105	106	87	102
Cc1ccn2c(=O)c(C)cnc2c1	123	107	96	119	113	104	·	104
CC1=C2[C@@H](O)C[C@]2(C)[C@H]2C[C@@](C)(CO)C[C@H]2[C@@H]1O	108	115	116	110	106	114	100	105
Fc1cc(-c2nnc3n2NC(=Nc2cc(Cl)c(Cl)cc2Cl)CS3)c(Cl)cc1Cl	95	93	117	69	104	98	58	94
N#CC1(Nc2ccccc2)CCCC1	119	129	101	99	115	103	107	108
COc1ccc(-c2cncn2-c2ccc(-c3nc4cc(OC)c(OC)c(OC)c4s3)cc2)cc1N	76	44	·	96	47	60	30	37
Cc1ccc(N2CCN(CC(O)COc3ccc(Cl)cc3)CC2)cc1 (stereo not drawn)	118	95	86	113	106	115	91	101
O/N=C/c1ccc(O)cc1O	112	112	86	95	109	96	101	94
CCOC(=O)C(CC)C(=O)c1cccnc1 (stereo not drawn)	110	103	92	110	95	99	99	102
CC(C)(C)[Si](C)(C)O[C@@H](CCO)C[C@H](CCCc1ccccc1)c1cc2ccccc2s1	108	90	120	112	82	106	·	104
Cc1ccc2oc(C(=O)N3CCN(c4cccc(Cl)c4)CC3)c(C)c2c1	110	109	99	112	109	108	94	105
CCOC(=O)c1c(SC)nn(-c2cc(=O)[nH]c3ccc(C)cc23)c1N	·	100	103	106	87	97	80	103
COc1ccc(S(=O)(=O)NC2C(O)C3(C)c4ccccc4C2(C)c2ccccc23)cc1OC (stereo not drawn)	89	108	75	99	107	98	85	107
Cc1nc(-c2ccccc2O)ccc1C(=O)N=Nc1c(O)[nH]c2ccc(Br)cc12	·	103	101	101	102	92	85	98
CC(=O)OCC1O[C@@H](OC(C)=O)[C@@H](NC(=O)NS(=O)(=O)c2ccc(Cl)cc2Cl)C(OC(C)=O)[C@@H]1OC(C)=O (stereo partly drawn)	105	112	98	95	112	99	95	106
NNCCc1ccccc1	80&122	100&122	88&105	93	97&101	90&92	88&100	97&116
CN1CCC(=O)/C(=C/c2c(-c3ccc(Cl)cc3)nn(-c3ccccc3)c2C(F)(F)F)C1	98	110	76	103	112	110	104	114
Cc1cc2nc(SCC(=O)O)[nH]c2cc1C	107	103	·	100	98	96	92	102
CC/C(=C(/Br)Cn1cnc2c(Cl)ncnc21)c1ccccc1	118	104	84	92	98	103	79	112
CCCCCCCCNc1ncnc2[nH]ncc12	94	76	87	97	71	86	76	90
O=C(NN(C(=O)c1ccccc1)c1ccccc1)c1ccccc1	98	130	101	105	107	107	104	100
O=C(Nc1ccccc1)OCCNC1CCCCC1	105&101	106&93	122&101	105&106	103&106	100&93	109&79	99&100
CN1CCC(=C2c3ccccc3C(O)c3ccccc32)CC1 (stereo not drawn)	101	117	111	101	97	105	108	107
CCCc1cccc(CCC)c1O	121	117	96	117	·	115	94	107
CCN(CC)CCN1C(=O)c2c(c3c4cccnc4[nH]c3c3ccc4ccccc4c23)C1=O	79	·	77	111	102	36	47	62
O=C(CSc1nc2c(c(=O)[nH]1)CCCC2)NNC(=O)c1ccccc1	·	103	122	114	106	113	100	110
O=C(CSc1nnc(COc2cnc3ccccc3n2)o1)Nc1ccccc1	114	123	83	94	106	90	83	101
C=CCN1C(=O)/C(=C\c2ccc(F)cc2)S/C1=N\NC(=O)C(CCSC)NC(=O)c1ccccc1 (stereo not drawn)	104	100	104	93	106	99	101	89
COc1ccc(Nc2nc(SCC(C)C)nc(-c3ccc(OC)cc3)c2C#N)cc1	98	109	85	108	106	109	·	97
CCOC(=O)c1c(C)nc2c(c1N)/C(=C/c1cc(OC)c(OC)c(OC)c1)C(=O)N2c1ccc(OC)cc1	87	42	82	86	87	·	·	38
CC(CC#N)OC(=O)c1cccc([N+](=O)[O-])c1 (stereo not drawn)	99	106	104	104	99	100	101	97
CC(C)(C)c1cc(-n2c(-c3cc4ccccc4[nH]c3=O)nc3cc(C(=O)N4CCOCC4)ccc32)n[nH]1	97	113	89	98	99	103	92	99
Nc1n[nH]c(CC(=O)NCCc2ccccc2)n1	122	120	113	109	103	113	99	111
O=S(=O)(O)c1ccc(-c2nc3ccccc3[nH]2)cc1	117	124	105	97	105	106	105	98
CC1CC(c2ccccc2)(c2ccccc2)CN1C (stereo not drawn)	116	100	70	100	112	102	100	96

# Next part.
molecule	RXF 393	OVCAR-3	A498	OVCAR-5	OVCAR-4	ACHN	CAKI-1	OVCAR-8
COC(=O)c1ccccc1NN=Nc1ccccc1[N+](=O)[O-]	93&105	103&104	89&86	103&93	96&100	107&95	96&83	97&99
COc1cc(C(=O)CCN2CCCCC2)ccc1O	128	110	94	96	108	102	98	105
CC(=O)c1ccc(N=C2N=c3ccccc3=C/C2=C\c2c(O)[nH]c(=O)[nH]c2=O)cc1	118	96	77	108	92	93	92	92
c1ccc(CP(Cc2ccccc2)c2ccccc2)cc1	113	112	103	102	113	102	92	95
OC(CN(Cc1ccccc1)C1CCCCC1)c1ccc(Cl)cc1 (stereo not drawn)	102	96	96	96	95	97	87	88
CC1(C)OC2C(COC(c3ccccc3)(c3ccccc3)c3ccccc3)OC(c3c[nH]c4c(N)ncnc34)C2O1 (stereo not drawn)	79	54	75	83	50	52	57	56
CC(=O)Nc1ccc2c(c1)C(NC(=O)/C=C\C(=O)O)c1ccccc1-2 (stereo not drawn)	109	107	120	106	101	101	88	110
O=C1c2cc3c(cc2-c2c1c1cc(Cl)c(Cl)cc1c(=O)n2CCCn1ccnc1)OCO3	3.0*	5.2*	-30*	26	30	-6.0*	12	8.6*
O=C(CC(=O)Nc1ccc(C(=O)O)cc1)Nc1ccc(C(=O)O)cc1	107	116	109	83	98	100	88	95
N#CC1CCN(c2ncnc3c2ncn3Cc2nnc3c4ccccc4c(Cl)nn23)CC1	79	94	80	123	78	63	81	81
Cc1ccc2[nH]c(=O)c(C(c3ccc(Cl)cc3)c3c(O)c4cc(C)ccc4[nH]c3=O)c(O)c2c1	·	91	75	103	84	84	82	96
CC(C)(Cl)C1CCC(CC(Cl)(Cl)Cl)CC1 (stereo not drawn)	101	109	99	117	107	110	101	103
CCCCNc1ccc2nnc(C)n2n1	·	99	92	83	90	92	88	97
Cc1ccc(C(=O)C(C)(CCC#N)CCC#N)o1	116	114	108	106	96	106	95	104
CC[N+](C)(CC)CC	120	114	93	113	106	106	98	107
CCOc1ccc(-n2nc(C(=O)Nc3cc(F)cc(F)c3)nc2-c2cc(OC)c(OC)c(OC)c2)cc1	88	94	56	99	85	83	69	85
CN=C1Cn2c(nc3ccccc3c2=O)CN1C	90	104	110	100	112	104	98	92
COc1cccc(-c2nn(-c3ccccc3)cc2-c2ccnc(NCCNS(=O)(=O)c3ccccc3)c2)c1	64	43	48	72	39	29	44	28
O=C1N2CN(CC3CC3)CN3C(=S)N4CN(CC5CC5)CN1C4C23 (stereo not drawn)	102	97	105	92	113	91	99	93
COC(CN1C=C(Sc2ccccc2)CC1)OC	98	96	94	115	89	103	99	91
Cc1ccc(C(C)C)c2c1CCC2C (stereo not drawn)	100	112	99	103	107	104	88	104
Cc1ccc(N2C(=N)C(=S)N(c3ccc(C)cc3)C2=O)cc1	118	103	102	102	95	101	92	103
CC(=O)N1N=C(c2sc(Nc3ccccn3)nc2C)CC1c1ccccc1F (stereo not drawn)	46	56	84	83	42	62	52	60
CC(=O)N[C@H](Cc1ccccc1)C(=O)N[C@H](CS)C(=O)N[C@@H](CCCCN)C(=O)N[C@@H](C)C(=O)N[C@H](CCCNC(=N)N)C(=O)N[C@H](CCCNC(=N)N)C(=O)N[C@H](CCCNC(=N)N)C(=O)N[C@H](CCCNC(=N)N)C(=O)N[C@H](CCCNC(=N)N)C(=O)N[C@H](CCCNC(=N)N)C(=O)N[C@H](CCCNC(=N)N)C(=O)N[C@H](CCCNC(=N)N)C(=O)O	107	106	104	95	95	107	95	107
O=[N+]([O-])c1cccc(/C=N\N=C\c2cccc([N+](=O)[O-])c2)c1	120	105	114	108	97	109	99	110
N#CC1OC(COC(=O)c2ccccc2)C(O)C1O (stereo not drawn)	·	119	114	109	104	108	97	127
Cc1ccc(NC(=O)Oc2ccc(Br)cc2Br)c([N+](=O)[O-])c1	108	110	113	96	113	93	102	94
CCCc1cc2c(cc1NC(=O)Cc1ccccc1)OCO2	104	109	86	97	108	97	96	100
COc1ccc(C(C#N)(CCC#N)CCC#N)cc1OC	116	100	85	111	110	109	98	103
